High-throughput results: PubChem BioAssay, NCI
Growth percent in the NCI-60 one-dose screen (48 h, 10 µM unless noted): 100 = growth as untreated, 0 = no growth, -100 = all killed.
DU-145 – DU-145 prostate cancer. 81,000 tested, 4.2% active
786-0 – 786-0 renal cancer cells | 81,000 tested, 5.1% active
PC-3 – PC-3 prostate cancer cells; 80,000 tested, 3.9% active; AID 1794754
SN12C – SN12C renal cancer cells | AID 1794767 | 81,000 tested, 3.8% active
SF-295 – SF-295 CNS cancer cells; 79,000 tested, 5.6% active; AID 1794758
SF-268 – SF-268 CNS cancer cells. AID 1794759. 82,000 tested, 3.1% active
SF-539 – SF-539 CNS cancer; 81,000 tested, 6.8% active
U251 – U251 CNS tumor cells. 80,000 tested, 5.4% active
UO-31 – UO-31 renal cancer. 81,000 tested, 5.2% active. AID 1794768
Starred values were filed as active, the others as inactive; x = no result given; & = joins results of further samples; [ ] = dose if it differs, or a comment. How the source made its calls: active means growth percent below 10; inactive means the rest. Rows are unselected; overall some 9.4% were active at least once.

SMILES | DU-145 | 786-0 | PC-3 | SN12C | SF-295 | SF-268 | SF-539 | U251 | UO-31
CC1CO/C(=C2\C(=O)OCC2C)C1 (stereo unspecified) | 121 | 106 | 97 | 104 | 101 | 104 | 113 | 99 | 92
CCCC(=O)NCCc1ccc(OC)c(OC)c1 | 102 | 94 | 103 | 98 | 102 | 100 | 96 | 113 | 97
O=C(O)c1cc(C(=O)O)[nH]n1 | 109 | 104 | x | 96 | 103 | 102 | 103 | 104 | 85
Cc1ccc2oc(=O)cc(Cn3cc(CSc4nc5ccccc5o4)nn3)c2c1 | 113 | 108 | 100 | 102 | 108 | 104 | 107 | 116 | 88
c1ccc(Nc2ccccc2)cc1 | 117 | 98 | 88 | 102 | 114 | 104 | 116 | 113 | 72
CC(C)Cn1cnc2c(N)nc3ccccc3c21 | 108&112&111 | 95&107&101 | 89&90&91 | 95&95&111 | 90&97&102 | 100&100&101 | 95&95&110 | 97&103&108 | 79&81&76
N#CC(C#N)=C1NC(c2ccccc2)=C(c2ccccc2)C(c2ccccc2Cl)=C1C#N | 112 | 98 | 88 | 111 | 101 | 109 | 108 | 103 | 97
CCN(CC)S(=O)(=O)c1cccc(-c2ccc3c(NC(=O)C4CC4)n[nH]c3c2)c1 | 25[6.25 µM] | 18[6.25 µM] | 17[6.25 µM] | 39[6.25 µM] | 5.9*[6.25 µM] | 36[6.25 µM] | -2.7*[6.25 µM] | 12[6.25 µM] | 36[6.25 µM]
Cn1c2c(c(=O)[nH]c1=O)NC1=C(C(=O)c3ccccc31)C1(C=C(O)c3ccccc31)N2 (stereo unspecified) | 89 | 98 | 94 | 108 | 135 | 103 | 107 | 103 | 78
O=Cc1c(Cl)[nH]c2ccc(-c3nc4sccn4c3C=O)cc12 | 114 | 90 | 92 | 93 | 98 | 104 | 102 | 101 | 85
CCOC(=O)c1ccc(-n2c(C)nc3cc(Cl)ccc3c2=O)cc1 | 113 | 106 | 95 | 95 | 95 | 103 | 99 | 90 | 88
CN1CCc2c(sc3nc(-c4cccc(Cl)c4Cl)[nH]c(=O)c23)C1 | 102 | 102 | 103 | 97 | 85 | 105 | 91 | 102 | 85
O=C(O)c1cc(NCCO)c(C(=O)O)cc1NCCO | 109 | 99 | 99 | 101 | 117 | 114 | 98 | 96 | 91
CCOC(=O)C1=CSC2=NC3=C(CCCC/C3=C\c3ccc(OC)c(OC)c3)C(c3ccc(OC)c(OC)c3)N12 (stereo unspecified) | 118 | 122 | 87 | 103 | 90 | 112 | 96 | 98 | 89
c1ccc(N2N=NC3C4CCC(C4)C32)cc1 (stereo unspecified) | 113 | 111 | x | 104 | 113 | 109 | 101 | 108 | 72
O=C1NC(=O)C2(CCCC2)N1 | 108 | 99 | 96 | 104 | 104 | 99 | 110 | 106 | 99
O=C(Nc1ccccn1)c1noc2ccccc12 | 110 | 103 | 82 | 99 | 90 | 99 | 95 | 84 | 70
O=C(/C=C/c1cn(-c2ccccc2)nc1-c1ccc(O)cc1)c1ccc(O)cc1 | 104 | 99 | 86 | 93 | 105 | 89 | 89 | 88 | 70
CC(Nc1c(C#N)cnc2ccc(-c3cncc(-c4n[nH]c(=O)o4)c3)cc12)c1ccccc1 (stereo unspecified) | 8.4* | 9.8* | 19 | 11 | -7.2* | 12 | -13* | 18 | 1.3*
Fc1ccc2[nH]cc(-c3nc(-c4ccsc4)cs3)c2c1 | 108 | 109 | x | 92 | 90 | 100 | 94 | 94 | 74
Cc1ccc(-c2nc(C#N)c(S(=O)(=O)N3CCN(S(=O)(=O)c4ccccc4)CC3)o2)cc1 | 29 | -87* | 52 | 3.6* | 149 | 56 | -43* | 24 | -68*
O=C(/C=C/c1ccc(Oc2ccc(Br)cc2)cc1)c1ccc(Cl)cc1 | 100 | 91 | 96 | 97 | 100 | 101 | 105 | 89 | 81
C=CCOC(=O)C(O)C=C (stereo unspecified) | 111 | 98 | 94 | 103 | 99 | 99 | 98 | 96 | 92
Cc1ccc(C)n1-c1ccsc1C(=O)NNC(=O)C(Cl)=C(Cl)Cl | 106 | 105 | 87 | 104 | 116 | 95 | 113 | x | 93
O=C1Nc2c(sc3ccc(Cl)cc23)C(c2cccc(Br)c2)N1 (stereo unspecified) | 109 | 101 | 100 | 97 | 101 | 100 | 106 | 103 | 67
CC(=O)Nc1c(Cl)cc(Cl)cc1Cl | 98 | 106 | 95 | 101 | 102 | 105 | 117 | 92 | 83
Nc1cc(-c2c[nH]c3ccccc23)nc2cc(-c3c[nH]c4ccccc34)nn12 | 40 | 47 | 61 | 73 | 35 | 75 | 32 | 30 | 44
CC(C)=C1C=C2CC[C@@H]3[C@](C)(CCC[C@@]3(C)C(=O)O)[C@H]2CC1 | 105 | 96 | 97 | 106 | 96 | 97 | 98 | 96 | 89
CCOC(=O)c1[nH]c(=S)nc(-c2ccc(F)cc2)c1C(=O)c1ccc(Br)cc1 | 108 | 102 | 105 | 97 | 101 | 93 | 96 | 97 | 85
COc1ccc(-c2cc(C(=O)Nc3nc4ccc(Cl)cc4s3)nc3cc(-c4ccccc4)nn23)cc1 | 108 | 121 | 104 | 111 | x | 111 | 106 | 102 | 87
O=[N+]([O-])c1cc(F)ccc1CCc1ccc(F)cc1[N+](=O)[O-] | 115 | 91 | 89 | x | 91 | 106 | 104 | 97 | 96
CN(C)CCc1c[nH]c2ccc(CS(=O)(=O)N3CCCC3)cc12 | 115 | 112 | 88 | 96 | 94 | 105 | 107 | 102 | 80
Cc1cc(N=C2C=CC(=O)C=C2)c(N)cc1N | 116 | 108 | 81 | 82 | 109 | 119 | 89 | 97 | 52
N=C(N)SCNC(=O)NCSC(=N)N | x | 97 | 95 | 100 | 92 | 102 | 91 | 95 | 84
CCOC(=O)c1noc2c1CCc1c-2cn(Cc2ccc(OC)cc2)c1-c1ccc(O)cc1 | 102 | 95 | 100 | 112 | 98 | 94 | 105 | 104 | 86
CCCCCCCCCCCCCCCCCCSC1=CC(=O)C(OC)=C(OC)C1=O | 113 | 120 | 52 | 81 | 98 | 110 | x | 76 | 77
CCOC(=O)/C=C(/C)Sc1cc(O)c2ccccc2c1O | -100* | 159 | x | -68* | 30 | 33 | 5.8* | 20 | -5.6*
Cc1ccc(-[n+]2noc([O-])c2C2=NN(c3ccccc3)C(c3ccccc3)C2)cc1 (stereo unspecified) | 111 | 105 | 84 | 97 | 98 | 105 | 102 | 100 | 81
COc1ccc2cc(C(C)c3nnc(N)s3)ccc2c1 (stereo unspecified) | 110 | 101 | 96 | 112 | 101 | 105 | 96 | 103 | 84
COc1ccc(/C=C/C(=O)c2ccc(B(O)O)cc2)cc1 | 115 | 96 | 87 | 91 | 90 | 98 | 105 | x | 78

Rewritten with values under each structure: part of the list above.
Under each structure: DU-145, 786-0, PC-3, SN12C, SF-295, SF-268, SF-539, U251, UO-31
- CC1CO/C(=C2\C(=O)OCC2C)C1 (stereo unspecified)
  121, 106, 97, 104, 101, 104, 113, 99, 92
- CCCC(=O)NCCc1ccc(OC)c(OC)c1
  102, 94, 103, 98, 102, 100, 96, 113, 97
- O=C(O)c1cc(C(=O)O)[nH]n1
  109, 104, x, 96, 103, 102, 103, 104, 85
- Cc1ccc2oc(=O)cc(Cn3cc(CSc4nc5ccccc5o4)nn3)c2c1
  113, 108, 100, 102, 108, 104, 107, 116, 88
- c1ccc(Nc2ccccc2)cc1
  117, 98, 88, 102, 114, 104, 116, 113, 72
- CC(C)Cn1cnc2c(N)nc3ccccc3c21
  108&112&111, 95&107&101, 89&90&91, 95&95&111, 90&97&102, 100&100&101, 95&95&110, 97&103&108, 79&81&76
- N#CC(C#N)=C1NC(c2ccccc2)=C(c2ccccc2)C(c2ccccc2Cl)=C1C#N
  112, 98, 88, 111, 101, 109, 108, 103, 97
- CCN(CC)S(=O)(=O)c1cccc(-c2ccc3c(NC(=O)C4CC4)n[nH]c3c2)c1
  25[6.25 µM], 18[6.25 µM], 17[6.25 µM], 39[6.25 µM], 5.9*[6.25 µM], 36[6.25 µM], -2.7*[6.25 µM], 12[6.25 µM], 36[6.25 µM]
- Cn1c2c(c(=O)[nH]c1=O)NC1=C(C(=O)c3ccccc31)C1(C=C(O)c3ccccc31)N2 (stereo unspecified)
  89, 98, 94, 108, 135, 103, 107, 103, 78

Next section
SMILES | DU-145 | 786-0 | PC-3 | SN12C | SF-295 | SF-268 | SF-539 | U251 | UO-31
Cc1ccc2c(n1)C(=O)C(Br)=C(C1CCCC1)C2=O | 105 | 101 | 90 | 95 | 103 | 97 | 100 | 97 | 78
COc1ccc2c(c1)sc1nc(-c3ccccc3)c(-c3cnccn3)n12 | 126 | 102 | 103 | 103 | 113 | 123 | 108 | 95 | 87
Cc1ccsc1-c1ccc2c(c1)COC2(CCCN(C)C)c1ccc(F)cc1 (stereo unspecified) | 60 | 64 | 46 | 57 | 57 | 65 | 67 | 21 | 39
Cc1cc(N(CCO)CCO)n2c(nc3ccccc32)c1C#N | 113 | 94 | 102 | 88 | 101 | 106 | 96 | 98 | 93
CC1=CC(C)(C)Nc2ccc(C)cc21 | 122 | 99 | 96 | 102 | x | 121 | 103 | 97 | 70
O=C(Nc1ccc(Cl)cc1)c1ccc(Cc2n[nH]c(=O)c3cccnc23)cc1 | 109 | 92 | 88 | 91 | 102 | 94 | 90 | 101 | 67
COc1ccc(-c2cc(NC(=O)Nc3cccc(C(C)=O)c3)no2)cc1 | 109 | 93 | 106 | 98 | 98 | 106 | 97 | x | 100
Nc1cccc(-c2ccccc2Oc2ccc3nnc(Cl)n3n2)c1 | 111 | 98 | 96 | 95 | 98 | 97 | 95 | 104 | 81
c1ccc(C2OCC(C3OC(c4ccccc4)OC4COC(c5ccccc5)OC43)O2)cc1 (stereo unspecified) | 107 | x | 93 | 96 | 98 | 99 | 90 | 101 | 80
Cc1cc(N)c2cc(NC(=O)/C=C\c3ccccc3Cl)ccc2n1 | -93* | -81* | -92* | -82* | -80* | -77* | -91* | -86* | -72*
COc1ccc(Nc2nc(SC)nc(-c3cccc(N)c3)c2C#N)cc1 | 94 | 91 | 76 | 86 | 92 | 90 | 92 | x | 70
Cc1ccc2nc(/C(C#N)=C(/CCCO)NC(Cc3ccccc3)C(=O)OCc3ccccc3)[nH]c(=O)c2c1 (stereo unspecified) | 98 | 94 | 115 | 103 | 99 | 102 | 65 | 104 | 112
CNc1ccccc1[N+](=O)[O-] | 121 | 94 | 99 | 104 | 114 | 116 | 107 | 105 | 83
CCCCCCCCCCCCCCCCNC(=O)Nc1ccccc1Cl | 106 | 101 | 86 | 103 | 100 | 101 | 107 | 93 | 95
Nc1nc2c(ncn2[C@@H]2O[C@H](C(=O)NO)[C@@H](O)[C@H]2O)c(=O)[nH]1 | 107 | 107 | 99 | 100 | 103 | 107 | 103 | 104 | 104
Cc1n(Cc2ccc3ccccc3n2)cc[n+]1Cc1ccc2ccccc2c1 | 27 | 63 | 10 | 2.0* | 9.7* | 21 | 14 | 14 | 81
COc1ccc2nc(OC)c(-c3nc4c(cnn4-c4ccccc4)c(=O)[nH]3)cc2c1 | 109 | 100 | 85 | 96 | 100 | 102 | 98 | 100 | 86
COc1ccc(C2=NN(c3cc(Cl)cc(Cl)c3)C(c3cccc(Nc4ccnc5cc(C(F)(F)F)ccc45)c3)C2)cc1 (stereo unspecified) | 92 | 98 | 82 | 95 | 98 | 85 | 101 | 103 | 82
CC1SC(c2cccc(O)c2)N(NC(=O)CCC(=O)c2nc3ncccc3[nH]2)C1=O (stereo unspecified) | 102 | 95 | 95 | 102 | 102 | 90 | 101 | 88 | 78
c1cncc(-c2nnc3sc(-c4csc5c4CCCC5)nn23)c1 | 78 | 90 | 87 | 78 | 81 | 74 | 98 | 98 | 63
CC1C(c2ccccc2)OC(N2CCOCC2)C(C)(C)CN1C (stereo unspecified) | 113 | 96 | 95 | 99 | 114 | 127 | 107 | 97 | 80
CCN1CCN(C(C(=O)NC23CC4CC(CC(C4)C2)C3)c2c[nH]c3ccccc23)C(=O)c2ccccc2C1=O (stereo unspecified) | 101 | 95 | 50 | 92 | 81 | 91 | 103 | 85 | 64
O=C1NC(=O)C2(Br)Nc3ccc(Br)cc3C(=O)C2N1 (stereo unspecified) | 115 | 110 | 102 | 104 | x | 107 | 108 | 98 | 94
CC(C)(C)[Si](C)(C)OC1[C@@H](O[Si](C)(C)C(C)(C)C)[C@@H](CNC(=O)NC(=O)NC(=O)CCl)O[C@H]1n1cnc2c(NC(=O)Nc3ccccc3)ncnc21 (stereo partly specified) | 87 | 27 | 11 | 55 | -21* | 47 | 83 | 30 | -95*
COc1ccc2c(c1)CC/C(=C\c1ccccn1)C2=O | 91 | 88 | 102 | x | 90 | 96 | 100 | 91 | 86
O=S(=O)(O)c1cccc2c(S(=O)(=O)O)cccc12 | 116 | 97 | 101 | 111 | 103 | 105 | 92 | 107 | 91
CCCC(CCC)=NCCCO | 98 | 99 | 109 | 111 | 107 | 106 | 92 | 101 | 91
COC(=O)c1cc(-c2ccccc2)n(C(=O)CSc2nc3sc(C(N)=O)c(C)c3c(=O)n2Cc2ccccc2)n1 | 105 | 130 | 96 | 101 | 103 | 100 | 104 | 106 | 72
O=S(=O)(O)c1ccc(Cl)cc1 | 101 | 111 | 96 | 100 | 109 | 95 | 102 | 101 | 89
O=[N+]([O-])c1cccc(I)c1 | 105 | 97 | 100 | 102 | 101 | 86 | 96 | 98 | 87
CCC(=O)NC(O)C(Cl)(Cl)C(C)Cl (stereo unspecified) | 116 | 101 | 98 | 99 | x | 109 | 99 | 99 | 92
O=C1c2cccc3cccc(c23)C(=O)N1c1ccc([N+](=O)[O-])cc1[N+](=O)[O-] | 107 | 106 | 95 | 102 | 111 | 107 | 122 | 105 | 73
CC(=O)Nc1cccc(N)c1 | 117 | 111 | 105 | 95 | 101 | 111 | 94 | 94 | 91
